Compound activity from PubChem BioAssay.
SSB-PriA inh: inhibitors of Klebsiella pneumoniae PriA binding to SSB C-terminal tail; actives 0.6% (n = 430,000); AlphaScreen SSBct-PriA binding, biotinylated peptide; inhibition, % at 33 µM; AID 1272365; in the data active = inhibition mostly above about 37%, no sharp cut-off; inactive = mostly below about 20%;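 also: plate controls were negative control peptide for no effect and reference peptide for full effect; strong numbers were not always called active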
Rv3671c inh: inhibits the M. tuberculosis serine protease Rv3671c | inhibition, % at 5.96 µM | actives 0.048% (n = 320,000) | P9WHR9 | AID 2606; in the data active = inhibition above about 38%;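 also: extracellular domain of Rv3671c used as enzyme; 0% = enzyme with DMSO and 100% = no enzyme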
MazEF act: activators of E. coli MazEF toxin-antitoxin RNase; activation, % at 20 µM; FAM/BHQ RNA-DNA oligo cleavage fluorescence, 5 h; actives 0.32% (n = 350,000); P0AE70; in the data active = activation above about 50%
Target sequence (P0AE70 whole entry, looked up): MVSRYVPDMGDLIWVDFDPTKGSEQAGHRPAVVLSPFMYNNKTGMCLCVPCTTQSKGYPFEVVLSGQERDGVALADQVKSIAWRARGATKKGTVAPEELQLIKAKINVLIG
Anthrax LF prot: anthrax lethal factor protease inhibition; multiplex microsphere protease cleavage assay, LF; inhibition, % at 10 µM; actives 0.12% (n = 360,000); AID 588501; also: plate controls were buffer without enzyme for full effect and enzyme alone for no effect
Target sequence (P15917 whole entry, looked up): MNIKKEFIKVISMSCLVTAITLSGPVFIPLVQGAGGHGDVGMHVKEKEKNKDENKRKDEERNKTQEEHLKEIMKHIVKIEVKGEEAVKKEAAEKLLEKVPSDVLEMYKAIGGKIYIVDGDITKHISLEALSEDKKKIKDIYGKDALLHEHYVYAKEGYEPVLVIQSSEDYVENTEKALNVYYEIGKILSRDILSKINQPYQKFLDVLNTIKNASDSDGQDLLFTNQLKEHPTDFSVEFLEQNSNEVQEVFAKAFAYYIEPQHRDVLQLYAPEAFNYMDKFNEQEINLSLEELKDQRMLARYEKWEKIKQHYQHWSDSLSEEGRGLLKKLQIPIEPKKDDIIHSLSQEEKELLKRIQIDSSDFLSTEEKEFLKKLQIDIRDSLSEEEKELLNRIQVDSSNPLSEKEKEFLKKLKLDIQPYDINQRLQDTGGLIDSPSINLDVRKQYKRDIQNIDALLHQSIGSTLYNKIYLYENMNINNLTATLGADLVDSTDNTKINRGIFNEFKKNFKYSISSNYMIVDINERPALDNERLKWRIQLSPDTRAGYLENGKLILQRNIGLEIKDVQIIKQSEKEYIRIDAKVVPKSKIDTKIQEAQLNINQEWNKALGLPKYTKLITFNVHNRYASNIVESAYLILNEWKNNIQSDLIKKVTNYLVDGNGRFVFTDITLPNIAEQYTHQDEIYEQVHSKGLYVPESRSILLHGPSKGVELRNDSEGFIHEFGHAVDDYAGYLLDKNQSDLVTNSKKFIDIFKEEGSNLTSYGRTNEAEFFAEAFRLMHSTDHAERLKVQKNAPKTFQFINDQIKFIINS
PrPC surface inh: reduces human prion protein on the cell surface | P04156 | cell surface PrPC, TR-FRET read-out | inhibition, % at 13.8 µM | actives 0.43% (n = 370,000); in the data active = inhibition above about 24%; also: 0% = median of the test wells and 100% = reference compound wells
SARS 3CLpro inh: SARS-CoV 3CLpro protease inhibition | P0C6X7 | recombinant SARS-CoV 3CLpro, quenched FRET peptide cleavage | inhibition, % at 6 µM | actives 0.14% (n = 290,000); in the data active = inhibition above about 12%
BoNT-F LC inh: blocks Botulinum neurotoxin F light chain protease; Multiplex microsphere protease cleavage assay, flow cytometry; inhibition, % at 10 µM; actives 0.22% (n = 360,000); in the data active = inhibition above about 35%, passing the limit was not always enough; inconclusive = no clear call, values can overlap the other calls; also: plate controls were buffer without enzyme for full effect and enzyme alone for no effect
CCHFV vOTU inh: CCHFV vOTU protease inhibition | actives 0.55% (n = 370,000) | inhibition, % at 11.5 µM | Pep-AMC fluorescence; in the data active = inhibition above about 30%; also: 0% = vehicle wells with enzyme and 100% = no enzyme wells
VHR inh abs: blocks human VHR1 dual specificity phosphatase; actives 0.52% (n = 290,000); recombinant VHR phosphatase, pNPP absorbance; inhibition, % at 13.3 µM; AID 1654; P51452; in the data active = inhibition above about 50%; also: some compounds called inactive have numbers as strong as hits
Target sequence (P51452 whole entry, looked up): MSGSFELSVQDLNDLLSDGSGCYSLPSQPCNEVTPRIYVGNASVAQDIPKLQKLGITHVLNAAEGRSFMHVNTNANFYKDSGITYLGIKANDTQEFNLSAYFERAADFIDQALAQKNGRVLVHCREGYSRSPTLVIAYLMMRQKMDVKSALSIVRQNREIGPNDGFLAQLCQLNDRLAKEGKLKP
BoNT A protease: blocks Botulinum neurotoxin A light chain protease; multiplex microsphere protease substrate cleavage, flow cytometry; inhibition, % at 10 µM; actives 0.17% (n = 360,000); also: plate controls were buffer without enzyme for full effect and enzyme alone for no effect
* hit, by the source's call; ? = inconclusive; . = not tested or not shown. Rule as the data show it, unless noted: active = inhibition above about 30%; inconclusive = no clear call, values can overlap the other calls; inactive = below that. This is a subset. The share of hits here may be higher or lower than overall.

Below each SMILES – Anthrax LF prot	SSB-PriA inh	MazEF act	BoNT A protease	CCHFV vOTU inh	Rv3671c inh	VHR inh abs	BoNT-F LC inh	SARS 3CLpro inh	PrPC surface inh
> CCOC(=O)N1CCN(c2cc(N(C)CCO)c([N+](=O)[O-])c3nonc23)CC1
 : -2	-8	3	0.1	16	.	-1	-2	2	-26
> COc1ccc(OC)c(CN2CCN(C(=O)c3cccc(S(=O)(=O)Nc4ccccc4OC)c3)CC2)c1
 : -1	11	0	1.5	4	-7	.	-14	.	-8
> O=C(NCCCn1ccnc1)C(=O)NCc1ccc(Cl)cc1
 : -1	-13	5	0.1	3	6	13	0	1	-3
> O=C(CNS(=O)(=O)c1cccc(C(F)(F)F)c1)Nc1ccccc1F
 : -2	-9	-1	-0.6	-13	1	-22	-2	1	-1
> CCOC(=O)N1CCN(C(=O)C(CC(C)C)NS(=O)(=O)c2ccc3c(c2)oc(=O)n3C)CC1 (configuration not stated)
 : 1	-1	15	-0.2	-9	-12	-2	-4	-2	6
> CCOC(=O)c1[nH]c2ccc(OC)cc2c1NC(=S)N1CCN(c2cccc(Cl)c2)CC1
 : -1	-2	-8	-0.4	8	-2	8	-2	2	0
> CCOC(=O)c1c(C)[nH]c(C(=O)COC(=O)[C@H](C)N2C(=O)C3CCCCC3C2=O)c1C (some centres not stated)
 : -2	6	-3	-0.9	5	.	.	-9	.	2
> Cc1c(C)c2ccc(OCC(=O)N3CCN(c4ccccc4)CC3)cc2oc1=O
 : -4	-4	3	2.0	.	1	24	10	0	.
> Cc1nc(C(F)(F)F)ccc1C(=O)N1CCC1(C)C(=O)NS(=O)(=O)c1ccc(F)cc1F (configuration not stated)
 : -4	.	.	-0.3	7	.	.	-5	.	0
> CCNC(=O)C1CC(=O)OC12CCCCC2 (configuration not stated)
 : -3	1	-2	0.7	-10	1	8	-6	-2	3
> CN1CCN(S(=O)(=O)c2cccc(C(=O)N(Cc3ccccc3)c3ccccc3)c2)CC1
 : -3	-2	6	-1.4	0	3	-7	-4	5	1
> Cn1c(N2C(=O)CC(Cc3ccccc3)C2=O)nc2ccccc21 (configuration not stated)
 : .	3	3	.	-6	6	22	.	5	-7
> O=C(CN1C(=O)c2cccc3cccc1c23)NCc1cccnc1
 : 0	-5	15	0.2	.	1	29	-6	-1	.
> O=C(Nc1ccc(Br)cc1)c1cccc(N2C(=O)C3C4CCC(C4)C3C2=O)c1 (configuration not stated)
 : -3	-13	-1	0.0	7	-15	-1	0	1	12
> CCC(CC)NC(=O)c1ccc2c(c1)OCCO2
 : -1	5	8	-1.8	-6	1	-10	-5	4	-1
> O=C(Nc1ccc(Br)cc1F)c1ccc2c(c1)N(Cc1ccccc1)C(=O)CS2=O (configuration not stated)
 : -9	1	-2	0.1	1	-50	38	-5	-1	-2
> CCC(C)c1ccc(C(C)NC(=S)NCc2ccc(F)cc2)cc1 (configuration not stated)
 : 1	1	-5	1.9	6	-23	2	-6	2	-1
> COc1cccc(-c2cc3nc(NCc4ccc(C)cc4C)n(C)c(=O)c3s2)c1
 : 2	.	.	-0.5	7	.	.	0	.	1
> CC1(C)ON=C(c2ccc(C(F)(F)F)cc2)NC1=O
 : -2	.	.	0.1	-1	.	.	-4	.	-3
> C=C(C)C(=O)N1CC2(CC(c3cccc(NC(=O)CC(c4ccccc4)c4ccccc4)c3)=NO2)C[C@H]1C(N)=O (some centres not stated)
 : 6	2	-10	0.4	-7	-18	19	0	.	-8
> CCC(NC(=O)C(C)NC)C(=O)N1CCCC1C(=O)NC1CCCc2ccccc21 (configuration not stated)
 : 0	-3	3	0.0	-7	2	.	3	.	-19
> Cc1nc2ccccc2c(=O)n1/N=C/c1ccccc1OC(F)F
 : -13	.	1	-2.7	-6	3	-6	-2	-1	-4
> COc1ccccc1NC(=O)C1=C(C)Nc2nc(-c3cccs3)nn2C1c1cccc(O)c1 (configuration not stated)
 : 0	-11	7	-2.7	4	-6	19	-2	0	-8
> O=C(CSc1nnc(-c2cccnc2)s1)Nc1cccc(C(=O)O)c1
 : -2	1	-2	-0.7	7	-2	28	-2	-1	-7
> COc1ccc(C2(CNC(=O)C(c3ccccc3)c3ccccc3)CCOCC2)cc1OC
 : 4	-19	-10	1.2	-5	-8	18	-4	9	-4
> Cc1cccc(NC(=O)c2cc(Cl)nc3ccccc23)c1
 : -5	-12	-2	-0.8	-6	-2	32	-2	5	-3
> O=C(CSc1n[nH]c(=O)n1Cc1ccco1)Nc1ccccc1
 : .	3	-5	.	-8	-3	10	.	4	5
> CCOC(=O)CN1C(=O)N[C@@H](CCc2ccccc2)[C@@H](C(=O)OC)[C@H]1C
 : 5	-11	4	-0.2	-6	-5	.	-2	.	6
> COc1ccccc1-c1nnc(SCC(=O)Nc2nc(-c3ccccc3)cs2)n1C
 : -2	16	2	-1.2	1	-17	-4	4	9	-2
> O=C(NC1CC1)C(Cl)c1ccccc1 (configuration not stated)
 : 6	-6	10	0.6	-1	8	-8	4	0	-4
> COc1cccc(NS(=O)(=O)c2ccc(Br)s2)c1
 : -20	-10	10	2.1	6	-2	-11	-2	-3	-3
> O=c1c2ccccc2nnn1CSc1nc2ccccc2[nH]1
 : 1	7	4	-0.2	-4	5	-8	-4	-1	8
> O=C(CSc1nnc(NC(=O)C2CC(=O)N(c3ccc(F)cc3)C2)s1)NCC1CCCO1 (configuration not stated)
 : 0	-3	8	-0.1	-3	1	6	-7	-2	-4
> O=C(CCN1C(=O)/C(=C/c2ccc(F)cc2)SC1=S)NCCc1cnc[nH]1
 : -1	4	9	0.3	-4	-6	12	-2	0	0
> Cc1cc(Cl)ccc1Oc1ncnc2onc(C)c12
 : 5	-7	7	-0.5	2	7	13	1	-4	4
> C=CCNc1nc(NC(C)(C)CO)nc(OC)n1
 : -2	-3	-7	-0.4	7	2	36	-3	-5	0
> CC(C)Cn1c(=O)c(C(=O)NCc2ccccn2)c(O)c2ccccc21
 : 1	-20	7	-0.5	1	-5	13	-7	-8	2
> Cc1ccccc1N1C(=O)C(Oc2ccc(Cl)cc2)C1CNC(C)(C)C (configuration not stated)
 : -4	-5	-4	-0.3	-9	-4	-1	5	-4	6
> Cc1cccc(CNC(=O)CCc2nnc(C3CCCCC3)o2)c1
 : -3	-2	5	-0.1	20	-1	22	-1	-3	-7
> Cc1onc(-c2c(F)cccc2Cl)c1C(=O)Nc1ccc(Cl)c(S(=O)(=O)N(C)C)c1
 : -6	5	7	-3.4	7	-18	.	-5	.	0
> C=CCn1c(O)c(C=NCCCn2ccnc2)c(=O)[nH]c1=O
 : -6	3	9	-2.4	-20	5	-8	?	3	7
> CN(C)c1ccc(-c2csc(C(O)c3ccc(F)c(F)c3)n2)cc1 (configuration not stated)
 : -10	.	.	0.1	7	.	.	-4	.	2
> COc1ccccc1C(=O)N1CCN(C(=O)c2ccncc2)CC1
 : 0	1	-1	-1.4	4	0	43	-19	-6	-5
> O=C(CCC(=O)OC(C(=O)c1ccccc1)c1ccccc1)Nc1ccccc1 (configuration not stated)
 : -1	1	3	-0.1	9	-7	19	-2	-1	-1
> O=C(O)CSC1c2ccccc2C(=O)N1c1ccccc1 (configuration not stated)
 : 1	-6	3	-0.6	-3	-2	5	-4	-1	1

2 records drawn at random from those above:
Below each SMILES – Anthrax LF prot	SSB-PriA inh	MazEF act	BoNT A protease	CCHFV vOTU inh	Rv3671c inh	VHR inh abs	BoNT-F LC inh	SARS 3CLpro inh	PrPC surface inh
> COc1ccccc1C(=O)N1CCN(C(=O)c2ccncc2)CC1
 : 0	1	-1	-1.4	4	0	43	-19	-6	-5
> COc1ccc(OC)c(CN2CCN(C(=O)c3cccc(S(=O)(=O)Nc4ccccc4OC)c3)CC2)c1
 : -1	11	0	1.5	4	-7	.	-14	.	-8

(more compounds)
Below each SMILES – Anthrax LF prot	SSB-PriA inh	MazEF act	BoNT A protease	CCHFV vOTU inh	Rv3671c inh	VHR inh abs	BoNT-F LC inh	SARS 3CLpro inh	PrPC surface inh
> Cc1cc(C(=O)NNC(=S)Nc2cccc(C(F)(F)F)c2)nn1C
 : 2	-1	0	0.7	13	1	10	6	12	4
> COc1ccc(NC(=O)COC(=O)c2cc(C)oc2C)cc1OC
 : .	-8	8	.	18	1	.	.	.	13
> CC(C)NC(=O)COc1ccc(/C=N/NS(=O)(=O)c2ccccc2)cc1
 : -3	.	-8	0.0	-4	-5	10	-6	4	-5
> Cc1ccccc1NC(=O)C(=Cc1ccc(C(=O)O)cc1)C(=O)Nc1ccccc1C
 : 2	-4	-7	-0.1	1	.	18	-5	-1	-5
> O=C1CCC(C(=O)OCC(=O)c2ccccc2)N1 (configuration not stated)
 : -4	-5	8	-0.2	10	-2	17	0	2	0
> O=C(c1ccc(-c2ccccc2)cc1)N1CCCC1
 : .	-22	2	.	2	1	12	.	-3	-1
> CC1(C)CC(=O)C(C=Nc2ccncc2)=C(O)C1
 : 0	-12	2	1.0	0	-2	.	2	2	2
> Cc1ccc(NC(=O)CCN2C(=O)C3CCCCC3C2=O)c(O)c1 (configuration not stated)
 : -4	5	7	-1.7	-5	-3	.	5	.	1
> Cc1cc(C(=O)COC(=O)Cc2n[nH]c(=O)c3ccccc23)c(C)n1CC(F)(F)F
 : -2	0	-3	-1.5	-6	.	.	-10	.	7
> Cc1nc2nc(NCc3cccs3)nn2c(C)c1Cl
 : -2	4	-4	0.1	-23	-23	-34	1	-2	9
> O=P1(O)C=C(c2ccccc2)OC(c2ccccc2)=C1
 : 5	2	6	-0.6	11	-1	-1	-10	6	1
> CN1CCN(C(=O)CSc2nnc(COc3ccc(Cl)cc3)o2)CC1
 : 12	6	10	-1.9	1	-1	6	-12	2	-7
> CC(C)n1c(SCC(=O)NC2CCCCC2)nnc1-c1ccco1
 : -9	2	7	0.6	4	13	-27	11	-1	2
> CCCCNC(=O)c1ccc2nc(CC)c(N(C)Cc3cccs3)n2c1
 : -1	.	.	-0.3	7	.	.	-2	.	-8
> COc1ccccc1N1CCN(C2CCCN(Cc3cc(F)cc(F)c3)C2)CC1 (configuration not stated)
 : 8	-2	3	-5.8	7	-1	66	-32	-2	-9
> CCCCc1ccc(Nc2nc(N3CCOCC3)nc(N3CCOCC3)n2)cc1
 : 0	-8	0	1.1	7	-4	28	5	-6	4
> COc1ccc(S(=O)(=O)N2CCN(Cc3ccco3)CC2)cc1
 : -2	-5	2	-3.7	-4	-1	-10	7	-5	4
> CCOC(=O)COc1ccc2c(c1)c(C(C)=O)c(C)n2Cc1ccccc1
 : -5	-10	-8	-0.4	18	6	7	-2	1	5
> Cc1ccc(S(=O)(=O)c2c(C)nn(C(C)(C)C)c2OC(=O)CC(C)C)cc1
 : 6	-26	5	-1.2	6	4	24	2	6	3
> CC(=O)N/N=C(\C)CCc1ccccc1
 : -4	.	-2	-1.1	-4	2	11	-2	-1	6
> COc1ccc(OC)c(CNn2c(-c3ccccc3F)nc3ccccc3c2=O)c1
 : -10	14	-2	0.3	-3	9	-4	4	8	9
> O=C(c1ccc(Cl)c(S(=O)(=O)NCc2ccccc2)c1)N1CCN(c2ccccn2)CC1
 : 0	5	-1	1.8	.	6	54*	0	-3	.
> O=C(NCCC(=O)N1CCN(S(=O)(=O)c2ccccc2Cl)CC1)Nc1ccccc1
 : 4	-3	0	-0.4	4	-1	.	-1	.	-9
> CCCNS(=O)(=O)c1ccc(OCC(=O)N2CCc3ccccc3C2)c(C)c1
 : -1	-5	4	-0.4	4	-6	15	?	-5	9
> CCCN(C(=O)c1cc(S(=O)(=O)N2CCN(CC)CC2)ccc1Cl)C1CCS(=O)(=O)C1 (configuration not stated)
 : -2	4	-4	-4.8	-18	.	.	0	.	-10
> CCOC(=O)C(C)n1cnc2c(nnn2-c2ccccc2)c1=O (configuration not stated)
 : -7	-10	-1	-0.1	.	-3	13	-4	-4	.
> Cc1ccccc1NC(=O)C1CCCN(S(=O)(=O)c2ccc(-n3cnnn3)cc2)C1 (configuration not stated)
 : 12	-11	7	2.1	4	3	7	5	-1	-2

Taken from above:
Under VHR inh abs, `CCCNS(=O)(=O)c1ccc(OCC(=O)N2CCc3ccccc3C2)c(C)c1` has the entry 15
Under MazEF act, `O=C(NCCC(=O)N1CCN(S(=O)(=O)c2ccccc2Cl)CC1)Nc1ccccc1` has the entry 0
